Assay outcomes: PubChem, several laboratories
DPM-DC inhibit – S. pneumoniae DPM-DC inhibitors, primary screen, biochemical, PK/LDH-coupled NADH fluorescence | diphosphomevalonate decarboxylase (Streptococcus pneumoniae D39) | actives 0.49% (n = 65,000) | purified DPM-DC | calls only at 10 µM | AID 556, 2006;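 active = the 320 compounds with the highest percent inhibition in the single-dose primary screen, excluding strongly autofluorescent ones, cut at about 32% in these data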;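 also: kinetic rate of NADH fluorescence loss reporting ADP formed by the decarboxylase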
KRASV12 cytotoxicity – cytotoxicity in KRAS-transformed pancreatic duct cells, primary screen, cell-based, fluorescence, HTS (AID 431) | HPDE-C7K KRASV12 cells, Alamar Blue viability, 48 h; higher % means a stronger effect | cytotoxicity, % at 10 µM; hits with a dose series show EC50 in µM | actives 1.7% (n = 63,000);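 active = compounds whose percent cytotoxicity in the single-dose primary screen, scaled between solvent and toxic-drug controls, exceeds 50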;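 also: 0% = DMSO solvent wells and 100% = doxorubicin-treated wells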
HT1080 cytotoxicity – cytotoxicity in HT1080 fibrosarcoma cells, cell-based, fluorescence readout (AID 620); actives 0.42% (n = 87,000); HT1080 viability, fluorescence; higher % means a stronger effect; cytotoxicity, % at 10 µM, or EC50 in µM where a hit was titrated;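 also: cells exposed to compound overnight then 4 h with Alamar Blue; 0% = vehicle DMSO and 100% = killing control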
Bfl-1 displacement – Bfl-1 inhibitors, primary screen, biochemical, fluorescence polarization, FITC-Bid, mouse (AID 432). Bcl-2-related protein A1 (Mus musculus). FITC-Bid BH3 peptide fluorescence polarization displacement; higher % means a stronger effect. displacement, % at 20 µM, or IC50 in µM where a hit was titrated. actives 0.02% (n = 64,000); in the data active = a potency from the dose series; inactive = the rest, 99 in 100 with displacement below about 15%; also: strong numbers were not always called active
Alkaline phosphatase – human TNAP enzyme inhibitors, biochemical, luminescent (AID 518) | Alkaline phosphatase, tissue-nonspecific isozyme (Homo sapiens) | inhibition, % at 20 µM; hits with a dose series show IC50 in µM | actives 0.09% (n = 64,000) | purified TNAP enzyme, luminescent substrate readout; higher % means a stronger effect; in the data active = a potency from the dose series; inactive = the rest, 99 in 100 with inhibition below about 22%;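 also: plate controls were vehicle for no effect and reference inhibitor for full effect; many of its hits are not listed in these tables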
LYP phosphatase – LYP phosphatase inhibitors, primary screen, biochemical, DiFMUP fluorescence, recombinant catalytic domain, 10 µM (AID 606); 52,000 tested, under 10 active; recombinant LYP catalytic domain, DiFMUP fluorescence; higher % means a stronger effect; inhibition, % at 10 µM, or IC50 in µM where a hit was titrated; Tyrosine-protein phosphatase non-receptor type 22 (Homo sapiens);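 active = IC50 under 40 µM in the dose-response test; inactive = IC50 of 40 µM or more, or never dose-tested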
Spn PMK inh – S. pneumoniae PMK inhibitors, primary screen, biochemical, mevalonate pathway, pilot trial included. phosphomevalonate kinase (Streptococcus pneumoniae D39). purified PMK, PK/LDH-coupled NADH absorbance 340 nm. inhibition, % at 10 µM. actives 0.49% (n = 65,000). AID 539, 2006;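 active = top-ranked compounds by inhibition in the single 10 µM screen, taking a fixed number of the strongest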;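 also: 0% = full reaction with DMSO carrier and 100% = background rate without enzyme reaction; no value below 0 was filed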
MK inhibit – S. pneumoniae MK inhibitors, primary screen, biochemical, PK/LDH-coupled NADH absorbance; mevalonate kinase [Streptococcus pneumoniae D39]; purified MK, PK/LDH-coupled NADH absorbance 340 nm; inhibition, % at 10 µM; actives 0.48% (n = 65,000); AID 555, 2006;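 active = ranked among the strongest by inhibition in the single 10 µM screen, a fixed top-ranked set picked for dose follow-up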; also: no value below 0 was filed
HPDE-C7 cytotoxicity – cytotoxicity in HPDE-C7 cells, cell-based, fluorescence, HTS (AID 430); actives 1.8% (n = 63,000); HPDE-C7 pancreatic duct cells viability, fluorescence; higher % means a stronger effect; cytotoxicity, % at 10 µM; hits with a dose series show EC50 in µM;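 also: cells exposed to compound for 48 hours before viability readout; 0% = vehicle and 100% = reference cytotoxic drug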
Spn PMK inh pilot replicates – second read-out of Spn PMK inh, no call of its own (marks repeat the call); inhibition, %; measured here: pilot screen replicates
MK inhibit pilot replicates – second read-out of MK inhibit, no call of its own (marks repeat the call); inhibition, %; measured here: pilot screen replicates
DPM-DC inhibit pilot screen % – further read-out of DPM-DC inhibit, marked with its call; inhibition, %; measured here: pilot screen trials
An asterisk follows results filed as active; i = inactive; x = not tested or not shown. Rule as the data show it, unless noted: active = cytotoxicity above about 50%; inactive = the rest.

SMILES	DPM-DC inhibit	KRASV12 cytotoxicity	HT1080 cytotoxicity	Bfl-1 displacement	Alkaline phosphatase	LYP phosphatase	Spn PMK inh	MK inhibit	HPDE-C7 cytotoxicity	others
CCOc1cc2[nH]c(=S)n(CCCC(=O)NCc3ccco3)c(=O)c2cc1OCC	i	3%	2%	2%	9%	-4%	5	9	-6%
O=c1[nH]c(Cc2cccs2)nc2ccccc12	i	-1%	4%	-4%	10%	x	13	9	-13%
CCN(CC)C1=CC(=O)OC12CCCCC2	i	3%	8%	-2%	15%	x	10	5	-9%
O=C(Nc1cccc(N2CCCC2)c1)c1cccs1	i	-10%	9%	-5%	6%	7%	0	5	-13%
Cc1c(C(=O)N2CCCC2)nnn1-c1nonc1N	i	-9%	12%	8%	10%	-4%	0	1	-7%
COc1ccc(C(C(O)C(=O)c2c[nH]c3ccccc23)N2CCN(c3ccccc3)CC2)cc1 (stereo not given)	i	34%	-1%	2%	-1%	17%	7	5	34%
Cc1ccc(CNC(=O)c2ccc(Br)o2)cc1	i	x	-7%	-5%	7%	0%	8	5	x
CC(=O)Nc1ccc(S(=O)(=O)N2CCC(n3cnc4cc(F)ccc43)CC2)cc1	i	-17%	-1%	-5%	3%	11%	20	0	-8%
CCCN1CCN(CCCNC(=O)CN2C(=O)COc3ccccc32)CC1	i	-11%	-10%	6%	3%	8%	8	1	-10%
CSc1ncccc1C(=O)OCn1nnc2ccccc2c1=O	i	-9%	10%	5%	8%	-1%	16	1	-10%
CC(=O)NC(Cc1ccc(C)cc1)C(=O)NC1CCN(C(=O)c2cnccn2)CC1 (stereo not given)	i	-16%	-4%	-2%	2%	13%	11	9	-5%	Spn PMK inh pilot replicates=0.0;MK inhibit pilot replicates=0.0;DPM-DC inhibit pilot screen %=0.0
COCCNc1cc(C)nc2ccccc12	i	-11%	6%	6%	6%	15%	9	2	-5%
O=C(NCc1ccc2c(c1)OCO2)C1CCN(C(=O)Nc2ccc(Cl)cc2)CC1	i	-11%	-4%	-3%	15%	x	20	0	-8%
COc1ccc(C2N(c3ccc(F)cc3)C(=O)C3CCCN32)cc1 (stereo not given)	i	-3%	0%	-3%	5%	1%	0	13	-5%
COc1ccc(S(=O)(=O)N2CCCC(C(=O)N3CCCCCC3)C2)cc1 (stereo not given)	i	-9%	-1%	-6%	13%	1%	13	8	-11%	Spn PMK inh pilot replicates=8.5;MK inhibit pilot replicates=0.0;DPM-DC inhibit pilot screen %=1.5
O=c1[nH]c(-c2ccccn2)nc2ccccc12	i	4%	4%	6%	-10%	x	0	6	3%
COc1ccc(S(=O)(=O)N2CCC(C(=O)NCCC3=CCCCC3)CC2)cc1OC	i	-2%	-4%	-4%	-1%	6%	12	10	-9%
CCN1C(=O)CC(C(=O)NC)SC1=Nc1cc(Cl)c(O)c(Cl)c1 (stereo not given)	i	-10%	2%	-3%	6%	17%	19	0	-13%
Cc1cc(Nc2ccc3ccccc3c2)n2ncnc2n1	i	-8%	32%	-4%	-1%	2%	12	1	0%
CCN(CC)C(=O)Cn1cnc2c1c(=O)n(C)c(=O)n2C	i	6%	1%	0%	8%	x	0	9	7%
O=c1[nH]c(SCc2ccccc2Cl)nc2c1CCCC2	i	-2%	4%	0%	7%	10%	14	2	-7%	Spn PMK inh pilot replicates=3.0;MK inhibit pilot replicates=0.0;DPM-DC inhibit pilot screen %=0.0
C=C1C2(C(=O)Nc3nccs3)CCC(C2)C1(C)C (stereo not given)	i	-22%	-5%	4%	6%	-11%	3	0	-18%
CCOC(=O)c1sc2ncn(C(C)C(=O)OC)c(=O)c2c1C (stereo not given)	i	-2%	2%	-4%	4%	9%	0	10	-1%
Cc1oc2nc(SCCCC(=O)NCCO)nc(N)c2c1C	i	13%	10%	0%	2%	x	11	7	1%
Cn1nnnc1SCc1csc(Nc2ccccc2)n1	i	-2%	5%	-3%	10%	13%	8	14	3%

For reference, three of the compounds above:
SMILES	DPM-DC inhibit	KRASV12 cytotoxicity	HT1080 cytotoxicity	Bfl-1 displacement	Alkaline phosphatase	LYP phosphatase	Spn PMK inh	MK inhibit	HPDE-C7 cytotoxicity	others
O=c1[nH]c(SCc2ccccc2Cl)nc2c1CCCC2	i	-2%	4%	0%	7%	10%	14	2	-7%	Spn PMK inh pilot replicates=3.0;MK inhibit pilot replicates=0.0;DPM-DC inhibit pilot screen %=0.0
C=C1C2(C(=O)Nc3nccs3)CCC(C2)C1(C)C (stereo not given)	i	-22%	-5%	4%	6%	-11%	3	0	-18%
CCOC(=O)c1sc2ncn(C(C)C(=O)OC)c(=O)c2c1C (stereo not given)	i	-2%	2%	-4%	4%	9%	0	10	-1%

The list continues.
SMILES	DPM-DC inhibit	KRASV12 cytotoxicity	HT1080 cytotoxicity	Bfl-1 displacement	Alkaline phosphatase	LYP phosphatase	Spn PMK inh	MK inhibit	HPDE-C7 cytotoxicity	others
CCOC(=O)c1cc(C#N)c(N)nc1C	i	8%	18%	0%	12%	-33%	9	4	1%
O=c1c2cc(N3CCOCC3)ccc2[nH]c(=S)n1CCCN1CCCCC1	i	-8%	2%	-6%	12%	7%	16	0	-12%	Spn PMK inh pilot replicates=0.0;MK inhibit pilot replicates=0.0;DPM-DC inhibit pilot screen %=5.5
Cn1nnc(NC(=O)CSc2ccc(Cl)cc2)n1	i	9%	0%	-7%	4%	12%	3	5	6%
CCCCOC(=O)Nc1ccc(S(=O)(=O)Nc2cc(C)nc(C)n2)cc1	i	4%	2%	15%	7%	9%	2	5	5%
O=c1cc(-c2ccccc2)[nH]c2[nH]n(-c3ccccc3)c(=O)c12	i	-7%	4%	-8%	14%	x	0	10	-7%
CN(C)c1nc2c(c(=O)n(C)c(=O)n2C)n1Cc1ccccc1	i	-4%	-1%	-4%	4%	7%	6	13	-4%
CCc1nc(SCC(=O)Nc2cc(C)on2)n[nH]1	i	-10%	6%	-5%	2%	x	8	0	-11%
Cn1c(=O)cc(SCC(=O)NCCCN2CCN(c3ccc(F)cc3)CC2)c2ccccc21	i	x	-7%	3%	11%	x	7	0	x
COCCCNc1nc2ccccc2nc1NS(=O)(=O)c1cccs1	i	-5%	-5%	1%	-6%	2%	16	7	-3%
O=C(O)CCCC(=O)Nc1ccccc1Br	i	-6%	19%	-4%	7%	3%	15	2	6%
CCn1c(SCC(=O)Nc2cc(OC)ccc2OC)nnc1C1CCCCC1	i	-4%	6%	0%	8%	1%	17	5	5%
CCOC(=O)Nc1cccc(Cl)c1C	i	-8%	4%	-1%	0%	x	6	2	-18%
CCc1ccccc1NC(=O)CC(O)(C(=O)OC)C(F)(F)F (stereo not given)	i	-20%	3%	-2%	4%	5%	6	6	-8%
CCOC(=O)Nc1sc2c(c1C(=O)OCC)CCC2	i	0%	-3%	-4%	8%	27%	3	2	5%
CCCN(CCC)CCNC(=O)C(NS(=O)(=O)c1ccc2c(c1)CCC(=O)N2)c1ccccc1 (stereo not given)	i	5%	-7%	-4%	10%	4%	12	3	-1%	Spn PMK inh pilot replicates=1.0;MK inhibit pilot replicates=5.0;DPM-DC inhibit pilot screen %=0.5
Cc1cc(C)cc(-n2nnnc2SCC(=O)Nc2cccc(NC(=O)c3ccco3)c2)c1	i	3%	-4%	0%	8%	x	5	4	-15%
N#Cc1c(-c2cccs2)cc(-c2cccnc2)nc1N	x	-21%	4%	-4%	10%	x	3	0	-8%
CC1(C)CC(=O)C(C=NCC2CCCO2)=C(O)C1 (stereo not given)	i	-20%	3%	-7%	13%	x	7	11	-7%
CCCNc1ncccc1C(N)=O	x	-20%	8%	-6%	1%	15%	10	2	-6%
C=C1CC2C=C(NC(C)=O)CC(C1)C2 (stereo not given)	i	x	10%	0%	10%	x	8	4	x
O=C(O)c1ccccc1C(=O)NCc1ccc(F)cc1	i	-1%	2%	-2%	4%	13%	13	0	-1%
COCc1cc(C)nc(SCC(=O)NCc2ccco2)c1C#N	i	1%	-6%	-9%	14%	6%	6	6	2%
N#Cc1c2n(c3c(=O)n(Cc4ccc(Cl)cc4)cnc13)CCCC2	i	5%	-4%	5%	8%	3%	15	9	2%
Cc1cc(NC(=O)CCn2c(=O)sc3ccccc32)no1	i	x	20%	x	x	-4%	4	0	x
Cc1cc(C)c2[nH]c(=O)c(CN(Cc3ccc4c(c3)OCO4)Cc3nnnn3C3CCCC3)cc2c1	i	16%	6%	-4%	10%	x	8	18	15%
Cc1ccc2[nH]c3c(c2c1)CN(C(=O)CN1CCSCC1)CC3	i	16%	-6%	-1%	10%	x	5	4	14%
COc1ccc(S(=O)(=O)N2CCC(C(=O)N3CCCCCC3)CC2)cc1	i	-13%	-14%	-2%	5%	9%	8	0	-10%
Cc1nn(-c2nc3ccccc3s2)c(N)c1-c1ccccc1	i	5%	5%	5%	6%	13%	0	4	6%
CCOC(=O)N1CCC(NC(=O)CSCc2nc(-c3sccc3C)oc2C)CC1	i	7%	-5%	-8%	-3%	1%	6	4	-2%
O=C(NCCOC(=O)C1COc2ccccc2O1)C1COc2ccccc2O1 (stereo not given)	i	-5%	-4%	-6%	15%	10%	12	8	-13%	Spn PMK inh pilot replicates=0.5;MK inhibit pilot replicates=0.0;DPM-DC inhibit pilot screen %=0.5

Of the compounds above, these contain a COOH group:
SMILES	DPM-DC inhibit	KRASV12 cytotoxicity	HT1080 cytotoxicity	Bfl-1 displacement	Alkaline phosphatase	LYP phosphatase	Spn PMK inh	MK inhibit	HPDE-C7 cytotoxicity	others
O=C(O)CCCC(=O)Nc1ccccc1Br	i	-6%	19%	-4%	7%	3%	15	2	6%
O=C(O)c1ccccc1C(=O)NCc1ccc(F)cc1	i	-1%	2%	-2%	4%	13%	13	0	-1%

4 compounds already listed, ordered by SMILES length, smallest number first:
SMILES	DPM-DC inhibit	KRASV12 cytotoxicity	HT1080 cytotoxicity	Bfl-1 displacement	Alkaline phosphatase	LYP phosphatase	Spn PMK inh	MK inhibit	HPDE-C7 cytotoxicity	others
CCOC(=O)Nc1sc2c(c1C(=O)OCC)CCC2	i	0%	-3%	-4%	8%	27%	3	2	5%
O=c1c2cc(N3CCOCC3)ccc2[nH]c(=S)n1CCCN1CCCCC1	i	-8%	2%	-6%	12%	7%	16	0	-12%	Spn PMK inh pilot replicates=0.0;MK inhibit pilot replicates=0.0;DPM-DC inhibit pilot screen %=5.5
COc1ccc(S(=O)(=O)N2CCC(C(=O)N3CCCCCC3)CC2)cc1	i	-13%	-14%	-2%	5%	9%	8	0	-10%
O=c1cc(-c2ccccc2)[nH]c2[nH]n(-c3ccccc3)c(=O)c12	i	-7%	4%	-8%	14%	x	0	10	-7%
